From PubChem
SKKanGAS inh: S. pyogenes SKKanGAS growth inhibitors in kanamycin, primary screen, streptokinase expression inhibitor project, SKKanGAS strain, BacTiter-Glo luminescence; 6 h; inhibition, % at 7.5 µM; 300,000 tested, 1.3% active; AID 1662, 2009;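 active means mean replicate score, as percent of positive control median, at least 50; inconclusive means mean below 50 but one replicate at or above 50; inactive means mean and every replicate below 50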;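 further: strain carries kanamycin resistance gene driven by streptokinase promoter and grows in 40 µg/ml kanamycin; loss of luminescence reflects streptokinase promoter inhibition or plain growth inhibition; 0% = median of DMSO wells and 100% = positive control at its reference dose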
HDAC3 inh: HDAC3 deacetylase inhibitors, primary screen, biochemical, fluorescence, cell-free homogeneous | Histone deacetylase 3 (Homo sapiens), O15379 | recombinant HDAC3, fluorogenic peptide/trypsin coupled | inhibition, % at 8.3 µM | 320,000 tested, 0.15% active | AID 2718, 2010; in the data active means inhibition above about 26%, passing the limit was not always enough; inconclusive means no clear call, values can overlap the other calls
Target sequence (O15379 whole entry, looked up): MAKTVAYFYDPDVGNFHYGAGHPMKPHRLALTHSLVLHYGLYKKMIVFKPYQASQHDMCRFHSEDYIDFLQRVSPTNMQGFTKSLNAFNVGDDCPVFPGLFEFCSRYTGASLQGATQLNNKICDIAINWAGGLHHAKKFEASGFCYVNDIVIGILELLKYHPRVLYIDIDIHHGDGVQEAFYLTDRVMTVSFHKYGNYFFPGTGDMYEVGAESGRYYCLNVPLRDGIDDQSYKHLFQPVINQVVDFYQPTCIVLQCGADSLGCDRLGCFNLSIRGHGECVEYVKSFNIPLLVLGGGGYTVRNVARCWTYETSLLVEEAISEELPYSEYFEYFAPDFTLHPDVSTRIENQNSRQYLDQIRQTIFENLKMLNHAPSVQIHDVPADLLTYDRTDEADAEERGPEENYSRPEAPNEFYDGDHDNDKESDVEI
TRPC6 act: mouse TRPC6 channel activators, primary screen, cell-based, HEK293, membrane potential dye. AID 2550, 2010. B-score at 10 µM. 310,000 tested, 0.13% active. Short transient receptor potential channel 6 (Mus musculus), Q61143. HEK293-TRPC6 membrane potential dye fluorescence; stronger effect = higher value;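 active means B-score of the integrated fluorescence ratio above library mean plus 3 SD, and starting fluorescence ratio within library mean plus 5 SD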;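 further: higher score means more depolarization so channel activation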
RGS4 block: RGS4 inhibitors, primary screen, cell-based, HEK293 M3R inducible RGS4, calcium flux. AID 463165, 2010. Fluo-4 calcium flux; stronger effect = higher value; triggered by carbachol at its EC20. B-score at 10 µM. 310,000 tested, 0.45% active;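 active means B-score, a plate-corrected calcium signal, over three deviations above library mean, with baseline fluorescence within five deviations of library mean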;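 further: RGS4 expression induced by doxycycline in cells with stable M3 receptor; B-score is computed from the integrated fluorescence ratio over baseline after carbachol; higher B-score means a larger calcium signal and so more RGS4 inhibition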
Target sequence (P49798 whole entry, looked up): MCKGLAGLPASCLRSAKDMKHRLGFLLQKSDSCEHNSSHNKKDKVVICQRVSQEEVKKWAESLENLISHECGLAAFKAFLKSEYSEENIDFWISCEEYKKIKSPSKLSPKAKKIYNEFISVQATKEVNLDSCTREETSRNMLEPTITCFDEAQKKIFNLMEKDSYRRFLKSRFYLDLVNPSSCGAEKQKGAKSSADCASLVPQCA
MrgX1 agonist: agonists of human MrgX1 receptor, primary screen, HEK293 cells, Fluo-4 calcium flux. Mas-related G-protein coupled receptor member X1 (Homo sapiens), Q96LB2. Fluo-4 calcium fluorescence, agonist mode; stronger effect = higher value. B-score at 10 µM. 310,000 tested, 0.44% active;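 active means calcium response B-score plate-corrected fluorescence ratio at least 3 library SD, with starting fluorescence B-score inside 5 SD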
Target sequence (Q96LB2 whole entry, looked up): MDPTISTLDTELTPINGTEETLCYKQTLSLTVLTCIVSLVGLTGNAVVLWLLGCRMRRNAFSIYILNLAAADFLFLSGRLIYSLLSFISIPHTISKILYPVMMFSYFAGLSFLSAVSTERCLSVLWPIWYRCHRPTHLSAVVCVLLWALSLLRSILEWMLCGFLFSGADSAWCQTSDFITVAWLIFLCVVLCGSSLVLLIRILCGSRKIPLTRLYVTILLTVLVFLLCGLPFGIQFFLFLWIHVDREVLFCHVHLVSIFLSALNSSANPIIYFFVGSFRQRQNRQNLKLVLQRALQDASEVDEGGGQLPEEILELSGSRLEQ
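Material: HEK293 cells stably expressing human MrgX1 receptor | Quantity: 15,000 cells per well | Times: Cells plated overnight, dye loaded 0.5 h 37 °C, 0.5 h room temperature | Measured by: Kinetic Fluo-4 NW fluorescence of intracellular calcium | Control set: Positive and negative controls per plate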
MrgX1 allo act: positive allosteric modulators of MrgX1, primary screen, HEK293 cells, Fluo-4 calcium flux. B-score at 10 µM. Mas-related G-protein coupled receptor member X1 (Homo sapiens), Q96LB2. 310,000 tested, 0.63% active. FDSS; stronger effect = higher value;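 active means plate-corrected calcium response at least 3 library SD above typical, normal starting fluorescence, not activating the receptor alone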;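 further: compound read alongside a low EC10 to EC30 dose of BAM8-22 agonist; peak minus trough fluorescence over baseline measured at the second addition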
TRPC6 inhibitor: mouse TRPC6 channel inhibitors, primary screen, cell-based, HEK293, membrane potential dye. Short transient receptor potential channel 6 (Mus musculus), Q61143. ACh-evoked depolarization; stronger effect = lower value. B-score at 10 µM. 310,000 tested, 1.1% active. AID 2553, 2010;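 active means B-score under library mean minus 3 SD, initial fluorescence not abnormally high, positive integrated signal ratio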;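 further: B-score derived from integrated fluorescence ratio over the kinetic read; more negative B-score means stronger inhibition of depolarization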
MrgX1 antagonist: antagonists of human MrgX1 receptor, primary screen, HEK293 cells, Fluo-4 calcium flux | BAM8-22 antagonism; stronger effect = lower value | B-score at 10 µM | Mas-related G-protein coupled receptor member X1 (Homo sapiens), Q96LB2 | 310,000 tested, 1.3% active;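 active means calcium-response B-score plate-corrected more than 3 library SD below zero, starting fluorescence within 5 deviations, no agonist response on first addition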;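 further: peak minus trough fluorescence over baseline after final BAM8-22 challenge near maximal dose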
ANO1 block: TMEM16A chloride channel inhibitors, primary screen, cell-based, HTS; normalized B-score (activity score, 25-100; higher = stronger inhibition) at 10 µM; AID 588511, 2011; 310,000 tested, 1.2% active; HEK293 TMEM16A/YFP iodide influx fluorescence, ionomycin;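 active means ratio plate-corrected score three or more library SD toward inhibition, starting fluorescence score within five deviations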;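 further: score derived from kinetic fluorescence span divided by baseline fluorescence per well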
ANO1 activ: TMEM16A chloride channel activators or potentiators, primary screen, cell-based, HTS; AID 623877, 2012; Anoctamin-1 (Mus musculus), Q8BHY3; 340,000 tested, 0.3% active; HEK293 TMEM16A/YFP-H148Q/I152L, iodide quench fluorescence; stronger effect = lower value; B-score at 10 µM;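 active means fluorescence-ratio B-score plate-corrected deviation score at least 3 library SD below zero, with starting fluorescence score within 5 deviations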;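 further: channel opened by trigger with iodide after compound preincubation; score built on the fluorescence ratio of max minus min over baseline; more negative score means more quench and so TMEM16A activation or potentiation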
RGS4 pot: RGS4 potentiators or activators, primary screen, cell-based, HEK293 M3R inducible RGS4, calcium flux; 310,000 tested, 0.92% active; carbachol calcium flux Fluo4; stronger effect = lower value; AID 463111, 2010; B-score at 10 µM;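 active means B-score of the integrated calcium signal more than 4 SD below the library mean, with starting fluorescence not abnormally high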;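 further: negative B-score means reduced calcium response which marks RGS4 activation or potentiation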
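System – HEK293 FlpIn-TREx cells, stable M3R, doxycycline-inducible RGS4 · Reagent – ECmax carbachol challenge · Times – compound preincubation 20 min at room temperature before agonist · Technique – Fluo4 fluorescence kinetic imaging of calcium · Measure – B score of integrated Fluo4 ratio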
The depositor's hits bear a star; i = inactive; ? = inconclusive; . = not tested or not shown.

SMILES,TRPC6 act,RGS4 pot,HDAC3 inh,RGS4 block,MrgX1 allo act,MrgX1 antagonist,TRPC6 inhibitor,SKKanGAS inh,ANO1 block,MrgX1 agonist,ANO1 activ
CCN1C(=O)[C@@H]2Cc3c([nH]c4ccccc34)C(c3cc(OC)c(OC)c(OC)c3)N2C1=S (some centres undefined),i,i,0,i,i,i,i,23,i,i,i
COC(=O)c1cc(N=Nc2sc(N)nc2C)cc(C(=O)OC)c1,i,i,.,i,i,i,i,31,i,i,i
O=C(Oc1ccc(/C=N/n2cnnc2)cc1)c1cccc([N+](=O)[O-])c1,i,i,0,i,i,i,i,-4,i,i,i
S=c1[nH]nc(-c2ccc(Cl)cc2)n1/N=C/c1cccs1,i,i,-1,i,i,i,i,44,i,i,i
CCOc1ccc(S(=O)(=O)NCCC(=O)NCC2(N3CCCCC3)CCCCC2)cc1,i,i,-4,i,i,i,i,18,i,i,i
CC(=O)Oc1ccc(/C=c2\sc3ncnn3c2=O)cc1,i,i,2,i,i,i,i,9,i,i,i
Cc1cccc(C(=O)NCCCN(C)CCCNC(=O)c2cccc(C)c2)c1,i,i,6,i,i,i,i,-2,i,i,i
CCCCN1C(=O)C(=O)N(CC(=O)c2ccc3c(c2)OCO3)C1=O,i,i,1,i,i,i,i,-2,i,i,i
CCOc1ccccc1N1CC(C(=O)N2CCc3ccccc32)CC1=O (centres undefined),i,i,1,i,i,i,i,-1,i,i,i
Cc1cc(OCCN2CCOCC2)ccc1C(C)C,i,i,-3,i,i,i,i,-3,i,i,i
CCOC(=O)c1cnc(N2CCN(c3ccccc3)CC2)[nH]c1=O,i,i,.,i,.,.,i,-9,.,.,i
CCOC(=O)CC(NC(=O)c1cccc2c1C(=O)N(Cc1cccnc1)C2)c1ccc(OCC)c(OC)c1 (centres undefined),i,i,-5,i,i,i,i,-3,i,i,i
COc1cc(C(=O)NCC(C)C)c([N+](=O)[O-])cc1OC,i,i,-2,i,i,i,i,0,i,i,i
CC(=O)Oc1ccc2c3c(c(=O)oc2c1)CCCC3,i,i,-16,i,i,i,i,-4,i,i,i
Cc1ccc2c(c1)nnn2C1CCN(CC(=O)NCc2ccccc2F)CC1,i,i,-4,i,i,i,i,3,i,i,i
Cc1nc2sc(C(c3ccc(Cl)cc3)N3CCN(C(=O)c4ccco4)CC3)c(O)n2n1 (centres undefined),.,.,-4,.,i,i,.,.,i,i,i
CCCC1(CCC)NC(=O)N(CC(=O)c2cc(C)n(-c3ccc4c(c3)OCO4)c2C)C1=O,i,i,3,i,i,i,i,2,i,i,i
CC(SCc1ccccc1)C(=O)N/N=C/c1ccc2c(c1)OCO2 (centres undefined),i,i,2,i,i,i,i,2,i,i,i
CCCNC(=O)c1cccc(Cn2nc(C)c(Br)c2C)c1,i,i,-5,i,i,i,i,8,i,i,i
COc1cc2c(cc1OC)C(c1ccc(Cl)cc1)CC(=O)N2 (centres undefined),i,i,-5,i,i,i,i,6,i,i,i
Cc1ccc(C(=O)O)cc1S(=O)(=O)N1CCCC1,i,i,.,i,i,i,i,3,i,i,i
CC(C)c1ccc(C(CC(=O)O)NC(=O)c2cccs2)cc1 (centres undefined),i,i,-3,i,i,i,i,-5,i,i,i
CCOc1ccccc1/C=N/NC(=O)c1c(C)nc2ccc(Br)cn12,i,i,3,i,i,i,i,4,i,i,i
N#C/C(=N\Nc1cccc(C(F)(F)F)c1)C(=O)c1ccsc1,i,i,-7,i,i,i,i,33,25*,i,i
COC(=O)C(=O)Nc1nnc(COc2ccccc2)s1,i,i,3,i,i,i,i,3,i,i,i
C(=C/c1ccnc2nc(SC/C=C/c3ccccc3)nn12)/c1ccccc1,i,i,-3,i,i,i,i,-10,i,i,i
COc1cccc2sc3ccc(C#CC4(N)CCCCC4)cc3c(=O)c12,i,i,-5,i,i,i,-9.2*,10,i,i,i
COc1ccc(Cc2nc3ccc(C(=O)N(C)CCn4ccnc4)cc3o2)cc1OC,i,i,8,i,i,i,i,1,i,i,i
O=C(CSc1ncn[nH]1)Nc1nc(-c2cccc([N+](=O)[O-])c2)cs1,i,i,0,i,i,i,i,2,i,i,i
Cc1ccc2c([N+](=O)[O-])cccc2n1,i,i,4,i,i,i,i,-1,i,i,i
CCn1cc([N+](=O)[O-])c(C(=O)Nc2cc(C)on2)n1,i,i,4,i,i,i,i,-11,i,i,i
CC1CCN(c2nc(CN3CCCCC3)nc3scc(-c4ccccc4)c23)CC1,i,-7.4*,8,i,i,i,i,?,i,i,i
Cc1onc(-c2c(Cl)cccc2Cl)c1C(=O)N1CCSCC1,i,i,8,i,i,i,i,-6,i,i,i
COc1ccc(CCNC(=O)Cn2c([N+](=O)[O-])cnc2C)cc1OC,i,i,-7,i,i,i,i,-5,i,i,i
CCOc1ccc(NC(=O)Nc2cccnc2)cc1,i,i,0,i,i,i,i,0,i,i,i
Cc1ccc(S(=O)(=O)NC(=O)c2ccc(-c3ccc(-c4ccccc4)cc3)o2)c(C)c1,i,-9.1*,-1,i,i,i,i,25,100*,i,.
Cc1cc(C)n2nc(Sc3ncccc3[N+](=O)[O-])nc2n1,i,i,1,9.5*,i,i,i,2,i,i,i
CCOCCCNC(=O)C(NC(=O)c1ccc(NC(C)=O)cc1)c1ccc(C)cc1 (centres undefined),i,i,0,i,i,i,i,0,i,i,i
COc1cc(C(F)(F)F)c(C(=O)NCc2cccc(Cl)c2)cn1,i,i,0,i,i,i,i,9,i,i,i
CC/C(C)=N/Oc1nc(C)cc(C)n1,i,i,1,i,i,i,i,0,i,i,i
O=C(CCNS(=O)(=O)c1cccc2nsnc12)NCc1cccs1,i,i,2,i,i,i,i,-1,i,i,i
Cc1ccc2c(Cl)c(C(=O)N/N=C/c3cccn3C)sc2c1,i,i,1,i,i,i,i,5,i,i,i
O=C1C(c2ccc(F)cc2)N(CC2COc3ccccc3O2)C(=O)CN1C1CCCCC1 (centres undefined),i,i,7,i,i,i,i,-1,i,i,i
Cc1ccc(SCC(=O)Nc2nncs2)cc1,i,i,0,i,i,i,i,4,i,i,i
COc1ccc(CNC(=O)CCS(=O)(=O)c2ccc(Br)cc2)cc1,i,i,-2,i,i,i,i,-1,i,i,i
CCOc1ccc(CN2CCN(Cc3c(C)nn(CC)c3C)CC2CCO)cc1 (centres undefined),i,i,.,i,i,i,i,-2,i,i,i
CCOc1ccc(NC(=O)COc2ccc(C(=O)NC3CCCc4ccccc43)cc2OC)cc1 (centres undefined),i,i,2,i,i,i,i,6,i,i,i
O=C(COC(=O)c1cncc(Br)c1)NCC1CCCO1 (centres undefined),i,i,1,i,i,i,i,0,i,i,i
CCCCCn1c(NCc2ccco2)nc2ccccc21,i,i,-1,i,i,i,i,0,i,i,i
CSc1ncccc1C(=O)N1CCCC(CCC(=O)NCc2ccccc2F)C1 (centres undefined),i,i,.,i,i,i,i,-4,i,i,i
O=C(Cn1ccc([N+](=O)[O-])n1)N1CCCCC1,i,i,-2,i,i,i,i,-3,i,i,i
Cc1cc(=O)[nH]c(SCc2ccc(Cl)cc2Cl)n1,i,i,6,i,i,i,i,18,i,i,i
CC1CCCCN1Cc1nc2ccccc2c(=O)[nH]1 (centres undefined),i,i,3,i,i,i,i,2,i,i,i
O=C(C1CCC(CNc2nc(=S)[nH]c3ccccc23)CC1)N1CCN(c2ccc(F)cc2)CC1 (centres undefined),i,i,.,i,.,.,i,10,.,.,i
CC(OC(=O)c1ccccc1N1C(=O)C2C3CCC(C3)C2C1=O)C(=O)c1ccccc1 (centres undefined),i,i,15,i,i,i,i,2,i,i,i
Cn1c(SCC(=O)NCc2ccco2)nnc1-c1ccccc1,i,i,4,i,i,i,i,7,i,i,i
CCSc1ncc(Cl)c(C(=O)Nc2ccccc2Cl)n1,i,i,6,i,i,i,i,-1,i,i,i
COc1ccccc1CC(=O)NC12CC3CC(CC(C3)C1)C2,i,i,1,i,i,i,i,2,i,i,i
CS(=O)(=O)C1=NSC2=NC(=O)/C(=C\c3cccn3-c3ccccc3Cl)C(=N)N21,i,i,1,i,i,i,i,15,i,i,i
COc1ccc(OCCOCCN2CCN(C)CC2)cc1,i,i,-7,i,i,i,i,7,i,i,i

The listing continues.
SMILES,TRPC6 act,RGS4 pot,HDAC3 inh,RGS4 block,MrgX1 allo act,MrgX1 antagonist,TRPC6 inhibitor,SKKanGAS inh,ANO1 block,MrgX1 agonist,ANO1 activ
Cc1ccc(C(CC(=O)NCc2ccco2)c2ccccc2)c(O)c1 (centres undefined),i,i,5,i,i,i,i,5,i,i,i
CCCCn1c(O)c(/C=C2\C=Nc3ccccc32)c(=O)[nH]c1=O,i,i,4,i,i,i,i,1,i,i,i
O=C1CCCC2=C1C(c1cccs1)n1nc(SCc3ccccc3)nc1N2 (centres undefined),i,i,-3,i,i,i,i,4,i,i,i
Cc1cc(C)c(S(=O)(=O)c2ccccc2)c(OC(=O)c2c(Cl)cc(Cl)cc2Cl)n1,i,i,1,i,i,i,i,4,i,i,i
CSCCC(NC(N)=O)C(=O)NCc1cccc(Cl)c1 (centres undefined),i,i,2,i,i,i,i,-4,i,i,i

Rows are unselected. About 6.7% of those tested had a hit in this group.
